VHR inh color = blocks the human dual specificity phosphatase VHR1; AID 1992; P51452; inhibition, % at 20 µM; 50,000 tested, 0.7% active; recombinant VHR phosphatase, colorimetric substrate read-out; in the data active means inhibition above about 60%; further: some results filed as inactive read as strong as hits
Target sequence (P51452 whole entry, looked up): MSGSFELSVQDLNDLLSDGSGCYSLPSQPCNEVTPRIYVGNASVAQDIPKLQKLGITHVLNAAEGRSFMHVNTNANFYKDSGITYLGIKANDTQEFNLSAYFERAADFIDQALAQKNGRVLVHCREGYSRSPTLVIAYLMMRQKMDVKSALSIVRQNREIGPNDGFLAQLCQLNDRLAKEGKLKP
* marks the source's active call; other numbers are inactive results.

Sample of the layout:
SMILES	VHR inh color
O=c1oc2ccccc2c(O)c1C(c1ccccc1F)c1c(O)c2ccccc2oc1=O	-19
COc1cc(-c2nnc3ccc(C(F)(F)F)cn23)ccc1Oc1ccc([N+](=O)[O-])cc1	-3
Cc1c(C(=O)N2CCN(c3ccccn3)CC2)cccc1[N+](=O)[O-]	3
COc1cccc(CNc2ccc3c(c2)ncn3-c2ccccc2)c1OC	23
CCOC(=O)C1=C(C)N=c2s/c(=C/c3ccc(C(=O)OC)cc3)c(=O)n2C1c1ccc(OC(C)=O)cc1 (centres undefined)	-13
CCOC(=O)c1c(C)oc2ccc(OC(=O)c3ccc(OC)c(OC)c3)cc12	-6
Cc1cccc(N2C(=O)/C(=C/c3cccc([N+](=O)[O-])c3)SC2=S)c1C	5

The whole of this part, previewed entries included:
SMILES	VHR inh color
O=c1oc2ccccc2c(O)c1C(c1ccccc1F)c1c(O)c2ccccc2oc1=O	-19
COc1cc(-c2nnc3ccc(C(F)(F)F)cn23)ccc1Oc1ccc([N+](=O)[O-])cc1	-3
Cc1c(C(=O)N2CCN(c3ccccn3)CC2)cccc1[N+](=O)[O-]	3
COc1cccc(CNc2ccc3c(c2)ncn3-c2ccccc2)c1OC	23
CCOC(=O)C1=C(C)N=c2s/c(=C/c3ccc(C(=O)OC)cc3)c(=O)n2C1c1ccc(OC(C)=O)cc1 (centres undefined)	-13
CCOC(=O)c1c(C)oc2ccc(OC(=O)c3ccc(OC)c(OC)c3)cc12	-6
Cc1cccc(N2C(=O)/C(=C/c3cccc([N+](=O)[O-])c3)SC2=S)c1C	5
Cc1ccc(C(=O)NNC(=O)c2cccc(C)c2O)cc1	18
FC(F)(F)c1ccccc1C=NN1CCN(Cc2ccccc2Cl)CC1	-1
COc1ccc(N=Cc2ccc(C)o2)cc1	-36
CCc1cc(=O)oc2cc(OCC(=O)C(C)(C)C)ccc12	-24
Cc1ccc(NC(=O)C(=O)NCCN2CCN(C(=O)c3ccco3)CC2)cc1	11
COC(=O)COc1ccc(C(=O)CSc2nc3cc(OC)ccc3n2C)cc1	-22
CC1(C)CC(=O)c2c(oc3ccc(NS(=O)(=O)c4ccc(Br)cc4)cc23)C1	-20
CCc1ccc(/C=C(/C#N)c2nc(-c3ccc(Br)cc3)cs2)cc1	0
CC(C)(C)SCC(O)Cn1c2ccccc2c2ccccc21 (centres undefined)	-9
CC(C)(C)NC(=O)CN(c1ccc(Cl)cc1)S(C)(=O)=O	-3
CCN1CCN(CC(O)COc2ccc(Cl)cc2C)CC1 (centres undefined)	-3
COc1ccc(-n2c(O)cnc2Nc2nc(C)cc(C)n2)cc1OC	-4
COc1cc(/C=C2/SC(=Nc3ccccc3)NC2=O)ccc1OCc1ccccc1[N+](=O)[O-]	-63
O=S(=O)(c1ccc2c(c1)Cc1cc(S(=O)(=O)n3cnc4ccccc43)ccc1-2)n1cnc2ccccc21	-11
Cc1ccc(OCC(=O)Nc2ccc(Cl)cn2)c(Br)c1	-22
CN1C(=O)C(O)(CC(=O)c2ccc(Br)cc2)c2ccccc21 (centres undefined)	-9
O=C(COC(=O)C1CCCN1C(=O)Oc1ccccc1)c1ccc([N+](=O)[O-])cc1 (centres undefined)	-8
CCOC(=O)C(C#N)C(=O)c1ccc(N2C(=O)c3ccccc3C2=O)cc1 (centres undefined)	-1
O=[N+]([O-])c1cccc(S(=O)(=O)NCC2CCCO2)c1 (centres undefined)	-22
O=C1NN(c2ccccc2)C(=O)/C1=C/c1cccc(F)c1	30
O=C(Nc1ccc(Cl)cc1)c1cccc(S(=O)(=O)NCc2ccccc2)c1	-4
CCC(=O)Nc1ccc(-c2nc3cc(Cl)ccc3o2)cc1	-10
CC(C)(C)NC(=O)c1ccc(NC(=O)C(C)(C)C)cc1	-11
CC(=O)NC1(Nc2ccc(C)cc2)C(=O)c2ccccc2C1=O	-21
Cc1cc(Cl)ccc1OCC(=O)NCC1CCCO1 (centres undefined)	-9
NC1=NC2(CCCCC2)N=C(Nc2cccc(F)c2)N1	-4
COc1cccc(CN2CCN(Cc3c[nH]c4ccccc34)CC2)c1OC	6
COC(=O)c1cc(NC(=O)COc2ccc(Cl)cc2C)cc(C(=O)OC)c1	0
Fc1cc(F)c(F)c(SCCc2ccncc2)c1F	-17
CCOC(=O)C(C)N(c1ccc(OC)cc1)S(C)(=O)=O (centres undefined)	-31
Cc1onc(-c2ccccc2Cl)c1C(=O)NCC#N	-1
CCC(C)N=CC1=C(O)C(C(=O)OC)C(C)(C)CC1=O (centres undefined)	-7
CCCCCC1C(CC(=O)OC)CCC1NCCN(C)C (centres undefined)	-16
NNC(=O)/C(=C\c1ccc(Br)cc1)NC(=O)c1cccs1	-6
Oc1c(Br)cc(Cl)cc1C=Nc1cccc2nsnc12	-10
Cc1ccc(-c2cc(C(F)(F)F)n3ncc(C(=O)O)c3n2)cc1	-8
Cc1ccc(S(=O)(=O)N(CC(=O)NCc2ccc(Cl)cc2)Cc2ccccc2)cc1	-5
CCOC(=O)C1=C(C)N=c2s/c(=C\c3cccc(O)c3)c(=O)n2C1c1ccc(OC)cc1 (centres undefined)	9
C=CCN1C(=O)/C(=C\c2cccc3ccccc23)C(=O)NC1=S	75
Cc1cc(OCCCCN2CCC(C)CC2)ccc1Cl	-1
CC1CCc2c(sc(NC(=O)C3CC4CCC3C4)c2C(=O)OC(C)C)C1 (centres undefined)	-10
CC(=O)Oc1cc(N2CCOCC2)c(OC(C)=O)c2c1C(=O)c1ccccc1C2=O	-24
CCCCNCCCCCOc1c(Cl)cccc1Cl	-45
(further entries)
SMILES	VHR inh color
O=C(COc1ccccc1)N1CCN(C(=O)c2cccc(F)c2)CC1	-10
Cc1cccc(NC(=O)C(=O)NCc2ccccc2Cl)c1	-10
Cc1ccc(C2=C/C(=C\c3ccc(C)c([N+](=O)[O-])c3)C(=O)O2)cc1	0
O=C(Nc1nc(-c2ccccc2)cs1)C1CC2CCC1C2 (centres undefined)	4
Cc1cc(Nc2ccc([N+](=O)[O-])cc2)nc(-c2ccccc2O)n1	-27
CCN(CC)CCC(=O)c1ccc(O)cc1	-19
COc1cc(Br)cc(/C=N/NC(=O)COc2cccc(Cl)c2)c1O	-6
O=C(COc1ccc(Br)cc1)Nc1ccc2oc(-c3cccnc3)nc2c1	-1
N#Cc1ccccc1NC(=O)Nc1cccc(Cl)c1	-12
O=C(N/N=C/c1ccc(Cl)cc1Cl)c1cc(O)cc(O)c1	-6
Cc1ccc(-c2ccc(OCC(=O)NCCc3ccccc3)cc2)cc1	-16
CC1(C)CC(=O)C(C=NCCN2CCN(C(=O)CC3CCCC3)CC2)=C(O)C1	-20
O=C1Nc2ccccc2/C1=N\N=C\c1c(F)cccc1Cl	4
Cc1ccc(/C=C/C(=O)NCCCN2CCOCC2)o1	9
CC(C)=CCC/C(C)=C/C1OCC(C)O1 (centres undefined)	-4
CC1(C(=O)O)CCC(C(=O)Nc2ccc(S(N)(=O)=O)cc2)C1(C)C (centres undefined)	3
O=C(Cc1cccs1)NNC(=O)c1cccc(Cl)c1	-8
COc1ccc(C(NC(=O)Cc2ccccc2)c2c(OC(C)=O)ccc3ccccc23)cc1OC (centres undefined)	14
CCOC(=O)c1ccc2c(c1)C1C=CCC1C(c1ccc(F)cc1)N2 (centres undefined)	0
CCOc1ccccc1NC(=O)c1c(NC(=O)C(C)Oc2cccc(Cl)c2)sc2c1CCC2 (centres undefined)	8
COc1cccc(CN2CCN(S(=O)(=O)c3ccccc3)CC2)c1	3
Cc1cc2ncn(C(=O)c3ccc([N+](=O)[O-])c(C)c3)c2cc1C	-8
CC(=O)CC(=O)NCCc1ccccc1	-7
Cc1ccc(/C=C/C(=O)N2CCN(C/C=C/c3ccccc3)CC2)o1	17
COc1ccc(Br)cc1/C=C\C(=O)Nc1cc(C(F)(F)F)ccc1Cl	6
Cc1cccc(/C(N)=N/OC(=O)CCc2ccccc2)c1	-12
O=S(=O)(Nc1ccc2oc(-c3cc(Br)ccc3Cl)nc2c1)c1ccccc1	14
O=C1NCC(Cn2c3ccccc3c3ccccc32)O1 (centres undefined)	7
O=C(CCCOc1ccccc1)Nc1ccccc1[N+](=O)[O-]	2
COc1cc(OC)cc(C(=O)O/N=C2/C(=O)N(C)c3ccccc32)c1	-14

The final three compounds of the section above lead into the next:
SMILES	VHR inh color
O=C1NCC(Cn2c3ccccc3c3ccccc32)O1 (centres undefined)	7
O=C(CCCOc1ccccc1)Nc1ccccc1[N+](=O)[O-]	2
COc1cc(OC)cc(C(=O)O/N=C2/C(=O)N(C)c3ccccc32)c1	-14
CCCOC(=O)c1c(NC(=O)C2C3CCC(C3)C2C(=O)O)sc2c1CCC(C)C2 (centres undefined)	4
COc1ccc(NC(=O)/C=C/c2ccc3c(c2)OCO3)c([N+](=O)[O-])c1	-20
COc1ccc(/C(O)=C2/C(=O)C(=O)N(CCCCCC(=O)O)C2c2ccccc2)cc1 (centres undefined)	5
CO/N=C(/c1nonc1N)N1CCN(c2ccc([N+](=O)[O-])cc2)CC1	-5
COc1ccc(C(O)Cc2nc3ccccc3n2C)cc1 (centres undefined)	-6
O=C(CN(c1cccc(Br)c1)S(=O)(=O)c1ccccc1)N1CCOCC1	-30
O=C1NC(=O)/C(=C/c2ccccc2OCc2ccccc2Cl)S1	4
CC(=O)c1ccc(N2C(=O)c3ccc(-c4nc5ccccc5c(=O)o4)cc3C2=O)cc1	-9
O=C(NC(=S)Nc1ccc(N2CCOCC2)cc1)c1ccc(Cl)cc1	4
CCN(CC)S(=O)(=O)c1ccc(NC(=O)c2cccc(C)c2)cc1	2

Rewritten as a markdown table: part of the list above
| canonical_smiles | VHR inh color |
| --- | --- |
| O=C(NC(=S)Nc1ccc(N2CCOCC2)cc1)c1ccc(Cl)cc1 | 4 |
| CCN(CC)S(=O)(=O)c1ccc(NC(=O)c2cccc(C)c2)cc1 | 2 |

Next part.
SMILES	VHR inh color
COc1ccccc1C/C(N)=N/OC(=O)COc1ccc(C)cc1C	-17
CCOC(=O)c1ccccc1NS(=O)(=O)c1ccc(OC)cc1	-2
COc1ccc(CNCCc2ccc(Cl)cc2)cc1	-26
CC(=O)c1c(C)n(-c2ccc(N(C)C)cc2)c2ccc(O)cc12	-24
COc1ccc(CC(=O)Nc2ccc3c(c2)Cc2ccccc2-3)cc1OC	0
CCOC(=O)c1c(-c2ccc(OC)cc2)csc1NC(=O)c1cccc([N+](=O)[O-])c1	-3
CC(C)(C)NC(=O)c1ccc(N2C(=O)c3ccc([N+](=O)[O-])cc3C2=O)cc1	-41
O=C(CSc1nnc(-c2cccc(Cl)c2)n1-c1ccccc1)NCc1ccccc1	-3
N#Cc1c(N)nc2c(c1-c1ccccc1)CCCC2	-12
CCOc1ccc2oc(-c3ccccc3)c(C(=O)N(C)C)c2c1	-8
Cc1onc(-c2c(F)cccc2Cl)c1C(=O)N1CCOCC1	0
Nc1ccc2oc(-c3cccc(Br)c3)nc2c1	11
O=C(O)CCCC1OC(CCCC(=O)O)OC(CCCC(=O)O)O1 (centres undefined)	-12
CN(C)c1ccc(/C=C2\N=C(c3ccc([N+](=O)[O-])cc3)OC2=O)cc1	-14
O=C(COc1ccc(Cl)cc1Br)N/N=C/c1cc([N+](=O)[O-])ccc1O	-14
Cc1ccc(NC(=O)COc2ccccc2Cl)c(C(=O)O)c1	13
COc1ccc(O)c(CN2CCN(Cc3cccc(C)c3)CC2)c1	-4
CSc1ccc(/C=c2\sc3nc4ccccc4n3c2=O)cc1	-18
CN(C)CCNC(=O)COc1ccc2ccccc2c1	7
O=C(NCCNc1ccc(Cl)cc1[N+](=O)[O-])c1ccccc1Br	-30
O=C(CSc1ccccc1C(=O)O)c1ccc(-c2ccccc2)cc1	2

Source: PubChem

An excerpt. The share of hits here may be higher or lower than overall.
